# Screens from PubChem.
# T cell HTS – T cell immune modulators affecting CD8 T cell-vesicle binding. 2C CD8+ T cell-vesicle binding, flow cytometry; hits give low values. calls only at 7 µM. hit rate 0.068% among 330,000;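 active = response, share of CD8 T cells binding vesicles, and their 90th percentile fluorescence all below set limits, cut at about 80% in these data, passing the limit was not always enough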
#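 Material: 2C TCR transgenic mouse naive CD8+ T cells, MACS-purified. Also added: QL9-charged Drosophila Ld/ICAM-1/B7-1 vesicles. Timing: binding 1.5 h at 37 °C. Measured by: high-throughput flow cytometry with anti-B7-1 and anti-CD8 staining. Read-out: percent CD8+ FL2 mean versus row control. Controls: Unloaded micro-vesicles (low), QL9 vesicles with 0.7% DMSO (high).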
# NTR1 agonist – agonists of NTR1, primary screen, imaging, U2OS cells, beta-arrestin-GFP, high content (AID 493036). P30989. NTR1-U2OS beta-arrestin-GFP spot imaging, agonist mode. activation, % at 20 µM. hit rate 0.17% among 330,000;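 active = activation at or above 40% of the spot to cytoplasm intensity ratio, with at least 20 cells analyzed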;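 note: 0% = DMSO without peptide and 100% = 100 nM NTR1 peptide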
# Target sequence (P30989 whole entry, looked up): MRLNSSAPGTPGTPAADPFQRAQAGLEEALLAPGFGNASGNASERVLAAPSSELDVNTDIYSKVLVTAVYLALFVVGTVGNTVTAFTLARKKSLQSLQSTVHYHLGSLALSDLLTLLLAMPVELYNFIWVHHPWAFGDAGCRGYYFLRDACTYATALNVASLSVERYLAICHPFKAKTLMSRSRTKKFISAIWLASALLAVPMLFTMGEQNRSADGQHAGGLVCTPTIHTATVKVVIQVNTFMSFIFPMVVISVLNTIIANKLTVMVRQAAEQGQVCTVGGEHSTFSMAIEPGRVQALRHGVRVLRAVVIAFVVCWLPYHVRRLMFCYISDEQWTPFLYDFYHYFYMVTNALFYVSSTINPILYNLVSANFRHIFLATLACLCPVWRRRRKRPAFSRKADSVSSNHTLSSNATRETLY
# T cell HTS vesicle-bound % – second read-out of T cell HTS, no call of its own (marks repeat the call); double positive events, %; measured here: CD8+ vesicle-bound cell fraction;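 binding gate set so that unloaded-vesicle control wells show 10% double positive cells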
# NTR1 agonist cell count 20 µM – second read-out of NTR1 agonist, no call of its own (marks repeat the call); cell count; measured here: cell count, cytotoxicity flag
# Numbers without * were called inactive; i = inactive; · = not tested or not shown; + = active, no number.
# The opening 12 entries (preview)
entry	Compound	T cell HTS	T cell HTS vesicle-bound %	NTR1 agonist	NTR1 agonist cell count 20 µM
1	O=C(CN1CCCC1c1ccc2c(c1)OCCO2)NC(=O)Nc1ccccc1 (stereo not drawn)	i	3	7.7	48
2	O=C1c2ccccc2NC(c2ccc(-c3ccc(F)cc3)o2)N1O (stereo not drawn)	i	36	3.1	60
3	C=CCC[C@H](Cc1ccc(F)cc1)C(=O)OC[C@H](Cc1c[nH]c2ccccc12)NC(=O)[C@@H](CC=C)CC(=O)N[C@@H](CO)Cc1ccccc1	i	8	1.5	60
4	CC(C)N(C(=O)[C@H]1CC(CC(=O)NCCC2=CCCCC2)C(=O)N2CCc3c([nH]c4ccccc34)[C@]12C)C(C)C (stereo partly drawn)	i	12	15	48
5	C=CC[C@H](CC(=O)OC(C)(C)C)C(=O)OC[C@H]1CCCN1C(=O)[C@@H](CC=C)CC(=O)N(CCO)Cc1ccccc1	i	6	4.0	50
6	Cc1ccc(C2(C)NC(=O)N(CC(=O)N3CC(=O)Nc4ccccc43)C2=O)cc1 (stereo not drawn)	i	37	3.7	56
7	Cn1c(-c2ccsc2)c(-c2cccs2)c2cc(-c3ccc4[nH]ccc4c3)ccc21	i	37	8.8	61
8	O=C(Cc1ccc(S(=O)(=O)N2CCOCC2)s1)Nc1cc(C(F)(F)F)cc(C(F)(F)F)c1	i	23	3.3	64
9	O=C(N[C@@H]1C/C=C\C[C@@H](CC(=O)N(CCO)Cc2ccccc2)C(=O)N[C@H](Cc2ccccc2)COC1=O)OCC1c2ccccc2-c2ccccc21	i	10	-2.2	54
10	CCCN(C(=O)COc1ccc(C(C)=O)cc1OC)C1CCS(=O)(=O)C1 (stereo not drawn)	i	34	-3.2	63
11	CCOc1ccccc1NC(=O)COC(=O)C(Cc1ccccc1)NC(=O)c1ccco1 (stereo not drawn)	i	38	-1.3	66
12	O=C(Nc1ccccn1)C1CCN(S(=O)(=O)c2ccc3c(c2)OCCO3)CC1	i	46	-2.4	54

# All compounds of this part, repeating the preview:
entry	Compound	T cell HTS	T cell HTS vesicle-bound %	NTR1 agonist	NTR1 agonist cell count 20 µM
1	O=C(CN1CCCC1c1ccc2c(c1)OCCO2)NC(=O)Nc1ccccc1 (stereo not drawn)	i	3	7.7	48
2	O=C1c2ccccc2NC(c2ccc(-c3ccc(F)cc3)o2)N1O (stereo not drawn)	i	36	3.1	60
3	C=CCC[C@H](Cc1ccc(F)cc1)C(=O)OC[C@H](Cc1c[nH]c2ccccc12)NC(=O)[C@@H](CC=C)CC(=O)N[C@@H](CO)Cc1ccccc1	i	8	1.5	60
4	CC(C)N(C(=O)[C@H]1CC(CC(=O)NCCC2=CCCCC2)C(=O)N2CCc3c([nH]c4ccccc34)[C@]12C)C(C)C (stereo partly drawn)	i	12	15	48
5	C=CC[C@H](CC(=O)OC(C)(C)C)C(=O)OC[C@H]1CCCN1C(=O)[C@@H](CC=C)CC(=O)N(CCO)Cc1ccccc1	i	6	4.0	50
6	Cc1ccc(C2(C)NC(=O)N(CC(=O)N3CC(=O)Nc4ccccc43)C2=O)cc1 (stereo not drawn)	i	37	3.7	56
7	Cn1c(-c2ccsc2)c(-c2cccs2)c2cc(-c3ccc4[nH]ccc4c3)ccc21	i	37	8.8	61
8	O=C(Cc1ccc(S(=O)(=O)N2CCOCC2)s1)Nc1cc(C(F)(F)F)cc(C(F)(F)F)c1	i	23	3.3	64
9	O=C(N[C@@H]1C/C=C\C[C@@H](CC(=O)N(CCO)Cc2ccccc2)C(=O)N[C@H](Cc2ccccc2)COC1=O)OCC1c2ccccc2-c2ccccc21	i	10	-2.2	54
10	CCCN(C(=O)COc1ccc(C(C)=O)cc1OC)C1CCS(=O)(=O)C1 (stereo not drawn)	i	34	-3.2	63
11	CCOc1ccccc1NC(=O)COC(=O)C(Cc1ccccc1)NC(=O)c1ccco1 (stereo not drawn)	i	38	-1.3	66
12	O=C(Nc1ccccn1)C1CCN(S(=O)(=O)c2ccc3c(c2)OCCO3)CC1	i	46	-2.4	54
13	C=CCn1c(O)c(N=Nc2ccccc2O)c2ccccc21	i	32	7.2	52
14	O=C(N/N=C/c1ccc(O)c(O)c1)c1ccc(-n2cnnn2)cc1	i	0	3.0	83
15	C[C@@H]1CN([C@H](C)CO)C(=O)c2cc(NC(=O)Nc3ccc(C(F)(F)F)cc3)ccc2O[C@H]1CN(C)S(=O)(=O)c1ccc(Cl)cc1	i	11	-0.4	47
16	Cc1noc(C)c1C(=O)OCC(=O)N(C)C1(C#N)CCCCC1	i	38	0.1	59
17	CC1CCCC(C)N1C(=O)COC(=O)c1ccc(Br)o1 (stereo not drawn)	i	36	1.7	75
18	Oc1ccc[n+](/C=C\c2ccccc2)c1	i	55	15	90
19	O=C(CN1CCc2ccccc21)Nc1ccc2c(c1)OCCCO2	i	31	0.2	48
20	CCc1cccc(C)c1NC(=O)CCCN1C(=O)NC(C)(C)C1=O	i	43	-3.8	46
21	COc1ccc(NC(=O)Nc2ccc3c(c2)C(=O)N([C@H](C)CO)C[C@H](C)[C@@H](CN(C)C(=O)Nc2ccc(C(F)(F)F)cc2)O3)cc1	i	2	-1.6	53
22	O=C(CN1C(=O)NC2(CCCC2)C1=O)Nc1cc(Cl)ccc1Oc1ccccc1	i	34	1.7	57
23	Nc1cc(C(=O)OCC(=O)c2ccc(CC(=O)N3CCOCC3)s2)ccc1Cl	+	12*	1.5	55
24	N#CC1(NC(=O)CSc2nncn2-c2ccccc2F)CCCC1	i	22	25	47
25	COc1ccc2c(c1)CC(N1CCN(C)CC1)c1cc(OC)ccc1S2 (stereo not drawn)	i	11	8.1	43
26	Cc1cccc(NC(=O)c2nc[nH]c2C(=O)N2CCc3ccccc3C2)c1	i	28	1.7	57
27	O=C(CN1CCN(C(=O)CNC(=O)c2ccc(N3CCCC3=O)cc2)CC1)Nc1ccccc1Cl	i	9	0.0	75
28	CC(=O)c1c(C)[nH]c(C(=O)NNC(=O)c2ccc(Br)cc2)c1C	i	8	-1.3	59
29	COc1cccc(NC(=O)C2CC(=O)N(Cc3ccco3)C2)c1 (stereo not drawn)	i	42	-0.1	43
30	COc1ccc(S(=O)(=O)N2CCCCC2)cc1NC(=O)CN(Cc1ccco1)Cc1ccco1	i	50	0.7	53
31	COc1ccccc1-c1oc2ccccc2c1-c1ccc2cc[nH]c2c1	i	41	20	56
32	COc1ccc(C2(C)NC(=O)N(CC(=O)c3cc(C)n(C4CC4)c3C)C2=O)cc1OC (stereo not drawn)	i	45	2.9	73
33	CCN(CC)S(=O)(=O)c1ccc(/C=C/C(=O)OCC(=O)NNC(=O)c2ccc(OC)cc2)cc1	i	38	-0.2	71
34	CCCN(CC(=O)Nc1ccccc1C)C(=O)Cc1c(C)nc2ccccc2c1C	i	7	-0.1	76
35	O=C(Nc1cccc(S(=O)(=O)N2CCCCC2)c1)C1=NN(c2ccccc2)C(=O)CC1	i	42	0.7	72
36	Cn1c(SCC(=O)Nc2cccnc2Cl)nc2ccccc21	i	15	1.0	62
37	COc1cc(OC)cc(-c2c(-c3cccs3)c3cc(-c4cccc5[nH]ccc45)ccc3n2C)c1	i	45	0.6	73
38	COc1ccc(OCCCC(=O)Nc2cc(S(=O)(=O)N3CCCCC3)ccc2C)cc1	i	22	-1.0	49
39	COc1ccc(SC[C@H](Cc2ccccc2)N2CC[C@@H](NC(=O)OCc3ccccc3)CCC2=O)cc1	i	17	1.6	55
40	CC(C)[C@H](NC(=O)c1ccccc1Cl)C(=O)OCC(=O)N1CCCCC1	i	32	-0.1	46
41	CSc1cccc(N2CC(C(=O)N3CCN(S(=O)(=O)c4ccccc4Cl)CC3)CC2=O)c1 (stereo not drawn)	i	56	-0.9	67
42	O=C(NCCc1ccccc1)c1ccc2c(c1)S(=O)(=O)c1cc(Cl)ccc1C2=O	i	34	7.0	42
43	CCN1CCN(CC(=O)Nc2cc(S(=O)(=O)N3CCCCC3)ccc2Cl)CC1	i	53	1.6	64
44	Cc1cc(NS(=O)(=O)c2ccc(NC(=O)Cc3ccc([N+](=O)[O-])cc3)cc2)nc(C)n1	i	19	1.9	57
45	CCOC(=O)Cc1csc(NC(=O)c2cc(C)c(C)s2)n1	i	38	-0.7	54
46	CCOC(=O)[C@H]1[C@H]2COc3cc(OC)ccc3[C@@H]2N2C(=O)c3cc(F)ccc3NC(=O)[C@@]12C	i	47	0.9	99
47	CC(NC(=O)CN1CCN(CC(=O)Nc2ccccc2Cl)CC1)c1ccc(Br)cc1 (stereo not drawn)	i	29	-0.8	69
48	Cc1ccccc1CN(C)C(=O)[C@H](Cc1ccccc1)NC(=O)c1ccco1	i	27	4.1	74
49	CCN(CC(=O)Nc1ccc2c(c1)OCCO2)C(=O)/C=C/c1cccc(C(F)(F)F)c1	i	40	0.0	42
50	CN(CC(=O)Nc1ccc(Cl)c(C(F)(F)F)c1)C(=O)c1cnccn1	i	41	-0.8	41
51	CN(CC(=O)Nc1ccc2c(c1)OCCO2)CC(=O)Nc1ccc(F)c(F)c1F	i	44	0.1	49
52	CN(c1ccccc1)S(=O)(=O)c1cccc(NC(=O)CCNC(=O)c2ccccc2)c1	i	51	-0.9	51
53	Cc1cc(C(=O)CN2CCN(CC(=O)Nc3cccc(F)c3)CC2)c(C)n1C1CC1	i	27	-1.8	64
54	CCCc1cc(=O)[nH]c(SCC(=O)N2CCc3ccccc32)n1	i	25	-1.9	61
55	COc1ccc(NC(=O)c2cc(F)cc(F)c2)cc1S(=O)(=O)N1CCCCC1	i	31	1.4	55
56	Cc1c(C(=O)N2CCN(C(c3ccccc3)c3ccccc3)CC2)oc2ccccc12	i	20	11	55
57	COc1ccccc1C(C)NC(=O)c1ccc(S(=O)(=O)NCc2ccco2)cc1 (stereo not drawn)	i	20	-1.0	52
58	O=C1c2ccccc2NC(c2ccc(-c3ccccc3F)o2)N1O (stereo not drawn)	i	25	9.8	57
59	COc1ccc(C2=Nn3c(nnc3-c3ccccc3Cl)SC2)cc1OCC1CC1	i	23	8.3	50
60	CCc1cc(Cn2nc(-c3ccccc3)cc2C(=O)NCc2cccs2)on1	i	38	-0.4	68

# Continuation:
entry	Compound	T cell HTS	T cell HTS vesicle-bound %	NTR1 agonist	NTR1 agonist cell count 20 µM
61	COc1ccc(C(CNC(=O)CCC(=O)c2ccc(C)s2)N2CCOCC2)cc1 (stereo not drawn)	i	39	-1.5	59
62	CC(C)CC1Nc2ncnc(N3CCN(c4ccccn4)CC3)c2N(Cc2ccccc2)C1=O (stereo not drawn)	i	11	-1.7	41
63	CC(=O)NC(c1cccs1)c1cc(Cl)c2ccccc2c1O (stereo not drawn)	i	31	2.0	65
64	CSCCC(NC(=O)c1ccccc1Br)C(=O)NNC(=O)c1ccncc1 (stereo not drawn)	i	37	-0.9	85
65	CSc1ccc(CN(C)CC(=O)N(C)CC(=O)Nc2ccccc2Br)cc1	i	40	0.3	56
66	O=C(Oc1ccc(Cl)c(Cl)c1)C1=CC=CN2CCS(=O)(=O)N=C12	i	56	-1.0	98
67	CCN(CC(=O)Nc1cc(Cl)ccc1C)C(=O)C1COc2ccccc2O1 (stereo not drawn)	i	23	1.7	64
68	O=C(CN1CCN(S(=O)(=O)c2ccc(Cl)c(Cl)c2)CC1)N1CCCC1	i	38	-0.2	53
69	COc1ccc(C(=O)NCC2CCCCC2)cc1S(=O)(=O)N1CCCC1	i	8	-0.4	55
70	CSc1ccccc1NC(=O)CN(C)C(=O)CNc1ccc(C(F)(F)F)cc1[N+](=O)[O-]	i	31	1.3	64
71	O=C(Cc1ccccc1F)Nc1ccc(S(=O)(=O)N2CCCC2)cc1	i	42	-2.0	57
72	C#CCOCCOCCOCCNc1nc(N2CCN(C(=O)[C@H](CC(N)=O)n3cc(C(N)[C@@H](C)CC)nn3)CC2)nc(N2CCN(C(=O)[C@H](CCCCN)n3cc([C@@H](N)CC(N)=O)nn3)CC2)n1 (stereo partly drawn)	i	15	2.5	79
73	CC1CC(C)(C)CC2(C1)NC(=O)N(CC(=O)N(C)Cc1nc3ccccc3c(=O)[nH]1)C2=O (stereo not drawn)	i	24	0.8	53
74	O=C(COC(=O)/C=C/c1ccc([N+](=O)[O-])cc1)NC(=O)NC1CCCCC1	i	52	1.7	36
75	CC1CCCC(C)N1C(=O)COC(=O)CNC(=O)c1ccccc1F (stereo not drawn)	i	44	2.6	52
76	O=C(Nc1cc(S(=O)(=O)N2CCOCC2)ccc1Cl)c1cc2ccccc2o1	i	6	1.9	56
77	CCN(CC(=O)Nc1ccc(NC(C)=O)cc1)C(=O)CCCc1nc2ccccc2s1	i	47	1.3	79
78	Cc1c(NC(=O)c2cccc(NC(=O)Cc3ccccc3F)c2)c(=O)n(-c2ccccc2)n1C	i	35	-0.6	50
79	CCOC(=O)C1CCCN(C(=O)c2ccc(S(=O)(=O)N3CCOCC3)cc2)C1 (stereo not drawn)	i	30	-3.7	48
80	COc1ccc(C(=O)/C=C/c2ccc(O)cc2)c(O)c1C/C=C(\C)CCC=C(C)C	i	·	23	61
81	O=C(COC(=O)Cn1cnc2ccccc21)Nc1ccccc1C(F)(F)F	i	41	-1.9	59

# The list is partial; rates above refer to the full screens.
